APJ agonist: agonists of human APJ apelin receptor. P35414. CHO-K1 APJ PathHunter beta-arrestin, luminescence; 0% DMSO wells, 100% apelin. activation, % at 20 µM. 330,000 compounds, 0.11% hits;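 active = activation more than six SD over the plate average, tested at 20 µM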;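 also: 0% = DMSO alone and 100% = apelin-13 at 10 nM; some results filed as inactive read as strong as hits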
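assay system = CHO-K1 APJ beta-arrestin complementation cell line | input = cell density 1000 per well | dosing = compound 20 µM once, DMSO 1% | timing = compound 90 min 25 °C, reagent 1 h | measured by = luminescence from split beta-galactosidase complementation, Galacton Star/Emerald II substrate | read-out basis = APJ agonist activity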
CHOP UPR activ: apoptotic UPR (CHOP) activation; CHO-CHOP luciferase reporter, luminescence; percent of tunicamycin response over DMSO baseline; activation, % at 10 µM; 330,000 compounds, 0.34% hits; AID 449763;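 active = at 10 µM dose, activation of 40% or more, normalized to positive control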;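 also: 100% = tunicamycin at 10 µg/mL and 0% = DMSO alone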
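Assay system: CHO-CHOP cells, stable luciferase reporter of PERK-eIF2a-CHOP signalling / Buffer or medium: F12 plus 10% serum / Compound dosing: one dose, 10 µM in 0.5% DMSO / Times: 6 h compound treatment, 37 °C / Technique: luciferase luminescence / Read-out: % reporter activation, DMSO baseline versus tunicamycin full activation / Benchmarks: tunicamycin and DMSO controls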
APJ antag: blocks the human apelin receptor APJ. 330,000 compounds, 0.32% hits. CHO-K1 APJ beta-arrestin complementation, luminescence. AID 2521. inhibition, % at 20 µM. P35414;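 active = inhibition above about 40% at 20 µM, limit read from the data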;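 also: cells challenged with 10 nM apelin-13 agonist together with compound; plate controls were apelin-13 plus DMSO wells for no effect and DMSO wells lacking apelin-13 for full effect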
Jurkat NFkB inh: lowers PMA/ionomycin-induced NF-kB signal in Jurkat cells | inhibition, % at 4 µM | 330,000 compounds, 0.53% hits | PMA/ionomycin-induced NF-kB luciferase reporter, luminescence; in the data active = inhibition above about 50%
697 NFkB inh: inhibitors of the PMA/ionomycin-induced NF-kB reporter in 697 B cells. inhibition, % at 4 µM. 697 B-cell NF-kB luciferase reporter, 16 h. 330,000 compounds, 0.33% hits. AID 435022; in the data active = inhibition above about 35%
Mdm2-MdmX inh: inhibitors of human Mdm2/MdmX interaction; O15151+Q00987; SaOS-2 split-luciferase Mdm2/MdmX complementation, luminescence; inhibition, % at 8 µM; 330,000 compounds, 3% hits;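 active = inhibition of at least 50% at 8 µM in the primary screen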
Target sequence (O15151 whole entry, looked up): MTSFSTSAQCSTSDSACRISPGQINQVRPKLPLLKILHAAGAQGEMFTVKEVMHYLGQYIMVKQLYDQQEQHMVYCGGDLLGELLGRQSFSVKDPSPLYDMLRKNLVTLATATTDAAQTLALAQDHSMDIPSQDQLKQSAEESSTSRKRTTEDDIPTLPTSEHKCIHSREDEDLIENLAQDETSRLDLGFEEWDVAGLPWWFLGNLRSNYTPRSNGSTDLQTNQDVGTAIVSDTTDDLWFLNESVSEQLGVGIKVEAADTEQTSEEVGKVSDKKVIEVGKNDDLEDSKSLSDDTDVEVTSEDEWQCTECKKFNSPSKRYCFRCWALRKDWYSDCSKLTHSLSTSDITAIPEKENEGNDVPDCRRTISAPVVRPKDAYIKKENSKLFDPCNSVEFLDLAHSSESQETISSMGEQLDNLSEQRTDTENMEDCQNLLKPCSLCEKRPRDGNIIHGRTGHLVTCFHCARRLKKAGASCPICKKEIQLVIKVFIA
Target sequence (Q00987 whole entry, looked up): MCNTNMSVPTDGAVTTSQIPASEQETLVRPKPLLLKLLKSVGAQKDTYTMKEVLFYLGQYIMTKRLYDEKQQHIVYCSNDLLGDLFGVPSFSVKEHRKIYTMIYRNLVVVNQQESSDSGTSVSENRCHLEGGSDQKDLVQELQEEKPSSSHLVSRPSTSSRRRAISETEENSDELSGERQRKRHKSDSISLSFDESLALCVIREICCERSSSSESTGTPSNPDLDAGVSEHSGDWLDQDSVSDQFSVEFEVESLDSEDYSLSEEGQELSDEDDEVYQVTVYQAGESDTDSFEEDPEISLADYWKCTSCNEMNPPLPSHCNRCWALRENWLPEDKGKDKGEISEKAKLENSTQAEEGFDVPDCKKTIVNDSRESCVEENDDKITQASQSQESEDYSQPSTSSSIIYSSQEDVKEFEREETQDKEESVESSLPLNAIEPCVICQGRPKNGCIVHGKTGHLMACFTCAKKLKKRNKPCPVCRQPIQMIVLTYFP
tim23-1 inh: tim23-1 yeast growth inhibition; S. cerevisiae tim23-1 growth, BacTiter-Glo luminescence, 24 h; inhibition, % at 20 µM; 330,000 compounds, 1.3% hits; AID 463212;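 active = growth inhibition of the mutant yeast at or above 50%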;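 also: temperature-sensitive mutant grown at 25 °C; plate controls were DMSO-treated mutant yeast for no effect and medium wells lacking yeast for full effect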
XBP1 UPR activ: adaptive UPR (XBP1) activation; CHO-XBP1 luciferase reporter, IRE1-XBP1 UPR activation, luminescence; percent of tunicamycin response, DMSO as zero; activation, % at 20 µM; 330,000 compounds, 0.33% hits;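 active = versus positive control, 20 µM dose yields 30% or more activation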;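 also: 100% = tunicamycin at 10 µg/mL and 0% = DMSO only wells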
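Material: IRE1-XBP1 luciferase reporter CHO line / Quantity: one thousand reporter cells per well / Buffer or medium: F12 with 10% serum / Compound: 20 µM single concentration, DMSO 1% / Times: 6 h treatment, 37 °C / Detection: Steady-Glo luciferase glow luminescence, 10 min after reagent addition / Benchmarks: tunicamycin high, DMSO low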
The depositor's hits bear a star.

Molecule	APJ agonist	CHOP UPR activ	APJ antag	Jurkat NFkB inh	697 NFkB inh	Mdm2-MdmX inh	tim23-1 inh	XBP1 UPR activ
Cc1ccc(S(=O)(=O)N(C)CC(=O)Nc2ccccc2N2CCCC2)cc1	-4	0.6	19	-10	-26	14	43	-2
COc1cc2c(=O)n(CC3CCCO3)c(=O)n(CC(=O)Nc3cccc(Cl)c3)c2cc1OC (configuration not stated)	-3	0.8	4	-11	7	2	-5	0
CC[N+](C)(CC)CCC/C(=N/O)C(O)(c1ccccc1)c1ccccc1	-2	-0.9	-3	-10	-15	3	-3	-3
COc1cc(C(=O)OCC(=O)c2cc(C)n(CC3CCCO3)c2C)cc(OC)c1C (configuration not stated)	-1	-2.0	29	-4	-15	-7	17	-2
C=CCON1C(=O)C(=O)N(OCC=C)[C@H]2CCCC[C@H]21	-1	0.5	23	6	23	29	-1	2
Cc1ccc(N(CC(=O)Nc2c(C)n(C)n(-c3ccccc3)c2=O)S(C)(=O)=O)c(C)c1	-4	-0.8	5	-3	5	1	-5	0
Cc1ccnc(SCCn2c(N3CCN(Cc4ccccc4)CC3)nc3c2c(=O)[nH]c(=O)n3C)n1	2	-1.4	-5	1	-19	-19	15	0
Cc1ccc(NC(=O)N2CCCC2C(=O)Nc2ccc3c(c2)OCO3)cc1 (configuration not stated)	0	-1.9	14	-6	7	-8	-2	-8
NC(=O)C1CCN(C(=O)c2ccccc2CCc2ccccc2)CC1	1	-1.9	7	5	6	3	-26	-7
O=C(c1ccc(C(F)(F)F)cc1)c1c[nH]c(C(=O)NCCCn2ccnc2)c1	-3	-1.2	-3	13	-19	-1	-8	-4
COc1cc(C(=O)NCc2ccco2)c(Br)c(OC)c1OC	-5	-2.3	-13	5	-7	8	8	-1
CCCn1nc(C(=O)Nc2cccc(C(=O)OC)c2)c2ccccc2c1=O	-2	-2.9	-6	1	-5	-5	13	2
CC(C)(C)NC(=O)c1ccccc1NC(=O)c1ccc2c(c1)OCO2	-1	-1.5	-8	-13	5	6	18	1
Cc1ccc(S(=O)(=O)CCSc2cccc(C(=O)O)c2)cc1	0	-0.7	19	-16	-18	-6	-14	-2
O=C(COC(=O)c1ccc(NS(=O)(=O)c2ccc3c(c2)OCCO3)cc1)NC1CC1	0	0.9	-8	5	-11	5	11	0
Nc1cc(N)nc(SCC(=O)Nc2ccc3c(c2)OCO3)n1	1	0.6	-4	-15	7	-12	10	1
COc1ccccc1N1CCN(C(=O)c2noc(C)c2[N+](=O)[O-])CC1	-2	2.5	0	-9	-6	9	14	-6
CC1CCC2(CC1)NC(=O)N(CC(=O)NC1CCCCC1C)C2=O (configuration not stated)	0	-1.4	1	-6	-1	7	1	-2
Cc1cc(C)c2c(n1)SCC(=O)N2CC(=O)Nc1cccc(Cl)c1	-3	2.2	-3	13	3	3	8	-4
CC(=O)Nc1ccc(-c2csc(NC(=O)C3=COCCO3)n2)cc1	-2	3.7	1	-28	-2	-4	12	5
CCOC(=O)C(CCCCP(=O)(c1ccccc1)c1ccccc1)(NC(C)=O)C(=O)OCC	-1	0.6	3	4	5	33	12	-2
CC(NS(=O)(=O)c1ccccc1)C(=O)Nc1nccs1 (configuration not stated)	-4	0.8	16	5	11	19	2	1
O[C@H]1COC2C1OC[C@@H]2O (some centres not stated)	-3	-2.4	5	-5	-2	-4	-6	-5
O=C(C1CC(=O)N(c2ccc(F)cc2)C1)N1CCCCC1 (configuration not stated)	2	-1.6	2	-9	-8	6	-3	3
CC(C)C(NC(=O)c1ccco1)C(=O)OCc1cc([N+](=O)[O-])cc2c1OCOC2 (configuration not stated)	-1	-1.2	12	-2	4	-4	7	0
CC(C)c1ccccc1NC(=O)CNCCOc1ccccc1F	-4	0.6	15	-1	4	7	33	3
CN(Cc1ccccc1)S(=O)(=O)c1ccc2[nH]c(=O)ccc2c1	-2	-0.9	-13	9	20	-6	-4	-1
CC(C)=NNC(=O)CN1C(=O)NC2NC(=O)NC21 (configuration not stated)	1	3.2	3	5	7	0	4	1
O=[N+]([O-])c1ccc(Oc2ccc(/C=N/O)cc2)nc1	-2	0.4	-23	-7	9	-1	-7	1
COc1cc(NC(=O)c2cccs2)ccc1NC(=O)c1ccccc1Cl	-4	3.0	15	-13	-19	16	55*	-1
Oc1ccc(-c2n[nH]c(C(F)(F)F)c2-c2ccccc2)c(O)c1	1	-1.2	-7	46	-29	8	-5	-1
COc1cc(C(=O)N/N=C/c2cc([N+](=O)[O-])cs2)cc(OC)c1OC	-2	1.2	-12	67*	-17	34	24	6
S=C(Nc1ccc(Oc2ccccc2)cc1)NC1CCCCC1	2	0.3	-12	-1	0	47	7	-1
CCOc1ccccc1C1NC(=O)CCC1[N+](=O)[O-] (configuration not stated)	-2	-0.6	-16	-8	-3	18	2	1
CCn1nc(NC(=O)C(C)C)c2cc3ccc(C)cc3nc21	0	-2.7	-8	-9	-1	20	17	5
O=C(c1cc([N+](=O)[O-])cc([N+](=O)[O-])c1)N1CCOCC1	4	0.1	-55	-20	-11	11	17	-3
NC(=O)CSc1nnc(Cc2csc(Nc3ccccc3)n2)n1Cc1ccccc1	6	2.5	8	13	-1	-15	0	0
Cc1cc(C(=O)N2CCN(C(c3ccccc3)c3ccccc3)CC2)no1	2	-0.7	-2	-11	-5	-22	26	1
CCOc1ccc(N2CC(C(=O)Nc3ccc(F)cc3F)CC2=O)cc1 (configuration not stated)	-2	-0.8	11	4	12	-28	8	2
O=C(Nc1ccc(O)c(C(=O)O)c1)c1cccc(NC(=O)c2ccco2)c1	1	-0.6	11	13	9	14	-13	-3
CCc1ccc(NC(=O)C(=O)NCCOc2ccccc2Cl)cc1	0	-2.4	-6	9	6	28	-4	0
COC(=O)c1ccc(CNC(=O)CCC(=O)N2CCOCC2)cc1	0	-1.1	11	6	4	14	12	1
NS(=O)(=O)c1ccc(NC(=O)COC(=O)c2ccc(S(=O)(=O)N3CCOCC3)cc2)cc1	-5	-0.1	2	10	-6	-6	15	1
O=C(NCc1ccc2c(c1)OCO2)c1ccc(Cl)s1	-3	2.8	-10	2	-2	-9	11	2
Cc1ccc2nc3c(cc(C(=O)NCc4ccco4)c(=N)n3Cc3ccco3)c(=O)n2c1	-3	2.8	7	17	-11	17	-16	-2
CN(C)CCCNc1nc(-c2ccccc2)c2c(c1C#N)CC(C)(C)OC2	-2	2.3	-15	7	-7	19	-4	-2
COc1cc(C2CC(=O)Nc3c2c(=O)nc2c(C)cccn32)cc(OC)c1OC (configuration not stated)	-2	-1.2	11	1	5	7	4	0
COc1ccc(-c2onc(C)c2-c2ccc3c(c2)OCCO3)c(O)c1	-5	-0.5	0	-4	12	18	28	-3
CC(=O)c1ccc(N2CCN(C(=O)[C@H](C)NC(=O)c3ccccc3Cl)CC2)cc1	3	1.5	-11	-6	0	19	0	-5
CN(C)c1nc(Nc2ccccc2)nc(Oc2ccc(=O)[nH]n2)n1	-1	0.0	9	7	15	21	-31	1

Going on with the list:
Molecule	APJ agonist	CHOP UPR activ	APJ antag	Jurkat NFkB inh	697 NFkB inh	Mdm2-MdmX inh	tim23-1 inh	XBP1 UPR activ
CCCN(Cc1nnc(-c2cccs2)o1)C(=O)c1cc(S(=O)(=O)N2CCOCC2)ccc1C	-3	-1.0	-20	-18	-7	14	2	-1
COc1ccccc1-n1c(SCC(=O)O)nnc1-c1ccc(S(=O)(=O)N2CCCCC2)cc1	-4	-0.7	9	1	8	-11	-7	3
CCN1C(=O)[C@H]2[C@@H](c3ccc(-c4ccccc4)c(OC)c3)N[C@@](Cc3ccccc3)(C(=O)OC)[C@H]2C1=O	3	3.6	-10	25	-9	33	13	-4
CCN(C(=O)COC(=O)c1[nH]c(C)c(C(C)=O)c1C)C1CCS(=O)(=O)C1 (configuration not stated)	-1	0.1	-22	5	12	2	7	-1
Cc1ccn2c(CNCCn3nc(C)cc3C)c(C(=O)N3CCCCCC3)nc2c1	-2	-0.7	15	5	16	-3	8	0
Cc1ccc(NC(=O)c2ccc(OC(=O)c3cc4ccccc4o3)cc2)cc1	1	2.6	1	-55	-118	-162	7	5
O=C(CCOc1ccccc1)OCC(=O)c1cc2ccccc2o1	-10	-1.0	36	-13	-12	9	29	0
COc1ccccc1NC(=O)CSc1ccc(-c2ccc(-n3cccn3)cc2)nn1	8	3.6	-38	-44	9	6	-6	0
CC(=O)Nc1ccc(SCC(=O)Nc2cc(C(C)(C)C)nn2-c2ccccc2)cc1	0	-1.8	5	-3	11	-6	18	2
O=c1cc(CN2CCN(c3ccccc3)CC2)nc2scc(-c3ccccc3)n12	-4	-0.9	6	-10	8	23	10	-3

Random excerpt: 5 compounds from above
Molecule	APJ agonist	CHOP UPR activ	APJ antag	Jurkat NFkB inh	697 NFkB inh	Mdm2-MdmX inh	tim23-1 inh	XBP1 UPR activ
CC(=O)Nc1ccc(SCC(=O)Nc2cc(C(C)(C)C)nn2-c2ccccc2)cc1	0	-1.8	5	-3	11	-6	18	2
CCCN(Cc1nnc(-c2cccs2)o1)C(=O)c1cc(S(=O)(=O)N2CCOCC2)ccc1C	-3	-1.0	-20	-18	-7	14	2	-1
CCN(C(=O)COC(=O)c1[nH]c(C)c(C(C)=O)c1C)C1CCS(=O)(=O)C1 (configuration not stated)	-1	0.1	-22	5	12	2	7	-1
COc1ccccc1-n1c(SCC(=O)O)nnc1-c1ccc(S(=O)(=O)N2CCCCC2)cc1	-4	-0.7	9	1	8	-11	-7	3
Cc1ccn2c(CNCCn3nc(C)cc3C)c(C(=O)N3CCCCCC3)nc2c1	-2	-0.7	15	5	16	-3	8	0

(further entries)
Molecule	APJ agonist	CHOP UPR activ	APJ antag	Jurkat NFkB inh	697 NFkB inh	Mdm2-MdmX inh	tim23-1 inh	XBP1 UPR activ
CCCCN(C)C(=O)CSc1nc(NCc2ccc(OC)cc2)c2ccccc2n1	-5	-1.7	15	-10	15	24	21	-2
CCOc1ccc(-c2cccc(NC(=O)c3ccc(Br)o3)c2)nn1	6	-0.7	3	3	-12	-22	46	-4
O=C(COC(=O)C1C2CC3OC(=O)C1C3C2)Nc1ccc(Br)cc1 (configuration not stated)	2	2.3	-6	-14	-10	-20	12	8
CCn1c(CCNC(=O)c2cccs2)nnc1SCC(=O)c1ccc(OC)cc1	-4	-0.4	19	-13	3	-4	14	0
CC1(C)CC(=O)C/C(=N\NC(=O)CCc2ccc(S(=O)(=O)N3CCOCC3)cc2)C1	-1	0.4	1	0	5	-1	4	1
Cc1ccc(CNC(=O)c2ccc(N3CCc4ccccc43)c([N+](=O)[O-])c2)cc1	-4	2.3	28	0	11	30	16	-3
CN(CC(=O)Nc1nccs1)S(=O)(=O)c1ccc(F)cc1	-2	-0.7	17	19	16	-20	14	3
Cc1ccc(C(=O)CSc2nc(C)cc(=O)[nH]2)cc1	-3	0.7	-14	11	7	17	14	-3
Cc1ccc(C(=O)NCC(=O)N2CCCCCCC2)cc1C	3	4.0	3	-13	1	5	8	3
O=C(C1=C[C@@H](C2CC2)C[C@@H](OCc2ccc(CO)cc2)O1)N1CCOCC1	-6	-1.0	5	-11	9	-1	-12	0
CCN(CC)S(=O)(=O)c1cccc(C(=O)N2CC(O)CC2C(=O)O)c1 (configuration not stated)	-2	0.6	9	-3	-1	22	9	-5

High-throughput results: PubChem, Sanford-Burnham Center for Chemical Genomics
